Assay outcomes as filed in PubChem.
HP1b binding inh – inhibitors of HP1-beta chromodomain binding to methylated histone tails; P83916; AlphaScreen HP1-beta / biotin-H3K9me3 peptide binding; Potency, µM (highest dose often 114 µM), for the others: at the highest dose activity change, negative = inhibition, hits mostly inhibitors; 0.56% of 390,000 active; AID 540317; further: nearly all actives have a fitted effect of over 70% in size; inactives centre near 23
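AlphaScreen: HP1-beta (50 nM) preformed 30 min with biotin-H3(1-18)K9me3 peptide (50 nM) in PBS pH 7.4, 0.01% Tween-20. Compound added for 30 min at RT, then streptavidin donor/nickel chelate acceptor beads (10 ug/mL) for 30 min.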
JMJD2A Tudor inh – inhibitors of human JMJD2A Tudor domain | AlphaScreen JMJD2A-Tudor / H3K4me3 peptide binding | Potency, µM (highest dose often 114 µM), without a hit: top-dose activity change, negative = inhibition, hits mostly inhibitors | AID 504339 | O75164 | 4.4% of 390,000 active; further: on the % scale 0 is the no-effect control and ±100 the full control effect; nearly all actives have a fitted effect of over 50% in size
RGS4 inh – inhibitors of human regulator of G protein signaling 4. P49798. Transcreener GDP fluorescence polarization, RGS4-accelerated GTP hydrolysis. Potency, µM (top dose mostly 114 µM), without a hit: at the highest dose activity change, negative = inhibition, hits mostly inhibitors. 0.039% of 390,000 active. AID 504845; further: on the % scale 0 is the no-effect control and ±100 the full control effect; nearly all actives have a fitted effect of over 75% in size; some results filed as inactive show a strong effect at the top dose
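MLSMR compounds (23 nl, pin-transferred) preincubated 10 min at room temperature with a 500nM (2x) first reagent, then RGS4 at 900nM (2x) plus Transcreener GDP mix added; fluorescence polarization (620/688 nm) read before and after 90 min at 30 °C.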
Pin1 inhibitor – human Pin1 inhibition | AID 504891 | Q13526 | Pin1 FP peptide displacement, HiFluor488, 10 min | 0.009% of 390,000 active | Potency, µM (doses to about 115 µM), for inactives: at the top dose activity, negative = inhibition, most hits filed as inhibitors; active means well fitted inhibition curve with a large enough effect in the polarisation, with a control signal flat, not every such curve was filed as active; inconclusive means small, poorly fitted or top-dose-only effect, or effect the other way, or a change in a side signal; inactive means no such curve, though single readings can be large or run the other way; the % refers to the polarisation; further: on the % scale 0 is the no-effect control and ±100 the full control effect
GLS inhibitor – inhibitors of human glutaminase (GLS); O94925; GLS enzymatic activity, qHTS titration; Potency, µM (highest dose often 45.5 µM), inactives show at the top dose activity change, negative = inhibition, hits mostly inhibitors; 0.21% of 410,000 active; AID 624170; further: on the % scale 0 is the no-effect control and ±100 the full control effect
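hKGA in 45 mM KH2PO4 pH 8.2, 0.02% Tween-20 with pin-transferred compounds; 1 mM L-glutamine (stock) plus glutamate oxidase/HRP/Amplex Red coupling added. Fluorescence read initially and after 30 min at RT.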
rTrxR1 inhibitor – inhibitors of rat thioredoxin reductase 1; recombinant rTrxR1, NADPH fluorescence consumption, selenite substrate; 1% of 390,000 active; Potency, µM (series often up to 114 µM), inactives show at the top dose activity change, negative = inhibition, usual class: inhibitors; O89049; further: on the % scale 0 is the no-effect control and ±100 the full control effect; nearly all actives have a fitted effect of over 65% in size
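Rat TrxR1 (90 nM in the dispensed reagent) was pre-reduced with 400 uM NADPH for 5 min at room temperature, then incubated with compound for 15 min. After 400 uM selenite was added, NADPH fluorescence (Ex 340/Em 450 nm) was followed for 8 min.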
ERG Ets-DNA blk – blocks human ERG Ets domain binding to DNA. P11308. fluorescence polarization, His-ERG Ets domain / labelled DNA. Potency, µM (titrated, usually from 76.9 µM), without a hit: at the highest dose FP activity, negative = inhibition, hits mostly inhibitors. 0.028% of 370,000 active. AID 624246; active means well fitted inhibition curve with a large enough effect in the polarisation, with a control signal flat; inconclusive means small, poorly fitted or top-dose-only effect, or effect the other way, or a change in a side signal; inactive means no such curve, though single readings can be large or run the other way; the % refers to the polarisation;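 further: polarization taken with two DNA probes labelled with fluorescein and Texas red; % of control where 0% means no effect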
Target sequence (P11308 whole entry, looked up, the tested form may be a part): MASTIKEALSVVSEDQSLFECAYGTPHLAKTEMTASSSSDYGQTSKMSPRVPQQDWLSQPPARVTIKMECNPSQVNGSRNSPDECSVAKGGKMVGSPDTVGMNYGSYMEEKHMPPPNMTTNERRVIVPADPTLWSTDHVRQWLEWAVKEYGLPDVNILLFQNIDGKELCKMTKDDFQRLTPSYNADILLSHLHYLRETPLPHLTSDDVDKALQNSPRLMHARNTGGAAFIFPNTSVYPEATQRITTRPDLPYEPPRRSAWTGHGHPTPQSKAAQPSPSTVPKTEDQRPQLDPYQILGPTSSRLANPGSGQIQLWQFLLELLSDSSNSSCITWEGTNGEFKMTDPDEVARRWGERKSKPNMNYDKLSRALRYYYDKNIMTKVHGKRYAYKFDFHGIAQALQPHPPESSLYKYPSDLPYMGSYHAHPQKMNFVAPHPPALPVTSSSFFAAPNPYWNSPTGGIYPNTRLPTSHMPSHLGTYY
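His-tagged ERG Ets domain (1 uM in the protein solution; 300mM KCl, 50mM Tris-HCl, 1mM EDTA, 1mM DTT, pH 7.5) received compound, then a probe mix of 5 nM fluorescein-DNA and 100nM Texas-615-DNA. Fluorescence polarization was read for both dyes.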
PGK inhibitor – T. brucei PGK inhibition. PGK/GAPDH coupled, Kinase-Glo luminescence, 60 min. Potency, µM (highest dose often 57.5 µM), inactives show at the top dose activity change, negative = inhibition, hits mostly inhibitors. 0.043% of 380,000 active. P07378; further: on the % scale 0 is the no-effect control and ±100 the full control effect; nearly all actives have a fitted effect of over 60% in size
Target sequence (P07378 whole entry, looked up): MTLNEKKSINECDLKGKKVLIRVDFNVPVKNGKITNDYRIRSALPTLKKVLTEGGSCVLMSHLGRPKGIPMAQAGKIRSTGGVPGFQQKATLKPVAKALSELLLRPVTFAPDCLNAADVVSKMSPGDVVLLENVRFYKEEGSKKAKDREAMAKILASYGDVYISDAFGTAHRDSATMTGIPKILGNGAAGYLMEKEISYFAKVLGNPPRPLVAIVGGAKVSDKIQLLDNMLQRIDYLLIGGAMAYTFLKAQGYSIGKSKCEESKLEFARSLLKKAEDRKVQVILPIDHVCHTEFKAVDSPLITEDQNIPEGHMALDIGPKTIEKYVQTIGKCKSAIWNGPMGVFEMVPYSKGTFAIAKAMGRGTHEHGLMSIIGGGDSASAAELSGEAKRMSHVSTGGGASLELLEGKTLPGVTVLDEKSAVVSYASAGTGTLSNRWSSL
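Recombinant glycosomal PGK reaction used 1,3-bisphosphoglycerate generated in-well by GAPDH (100nM final) in 100mM TEA pH 7.6, 5mM MgCl2, 0.01% Tween-20. After 60 minutes at room temperature, ATP was read by Kinase-Glo Plus luminescence end-point.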
12-LOX inh – inhibitors of human 12S-lipoxygenase ALOX12; P18054; purified 12hLO, xylenol orange hydroperoxide absorbance; Potency, µM (highest dose often 108 µM), for inactives: at the highest dose activity change, negative = inhibition, most hits filed as inhibitors; 1.1% of 580,000 active; further: on the % scale 0 is the no-effect control and ±100 the full control effect
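Purified human 12hLO at 150 nM in 25 mM Hepes, 0.01% Triton X-100, pH 7.0, preincubated 15 min at room temperature with compound. Reaction started with 40 uM arachidonic acid, 30 min at room temperature. Hydroperoxide measured by Fe-xylenol orange, 573/405 nm absorbance ratio.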
* hit, by the source's call; i = inactive; ? = inconclusive; [ ] = another dose, or the depositor's remark. Unless noted, the call rests on the fitted dose curve; in most records, active means well fitted curve in the direction sought with a large enough effect; inconclusive means small, poorly fitted or top-dose-only effect, or another doubt; inactive means no such curve, though single readings can be large; an effect the other way counts as inactive or inconclusive. Potency means the concentration at half of the fitted maximal effect.

nr | HP1b binding inh | JMJD2A Tudor inh | RGS4 inh | Pin1 inhibitor | GLS inhibitor | rTrxR1 inhibitor | ERG Ets-DNA blk | PGK inhibitor | 12-LOX inh | SMILES
1 | 33.4% | -15.5% | -3.2% | -1.3% | 9.3% | 12.3% | -2.5% | -5.8% | 8.5% | O=C(O)CC1(CC(=O)Nc2ccc(C(F)(F)F)cc2)CCCC1
2 | 26.6% | -6.2% | 10.6% | -4.5% | -5.0% | 23.8% | 7.3% | 3.9% | 0.0% | COc1ccc(C(=O)N(C)c2ccccc2C(=O)NCCc2ccccc2)cc1
3 | 24.7% | -19.9% | 13.7% | -6.9% | -0.9% | -8.0% | -7.5% | 3.0% | -16.4% | Cc1ccc(C(=O)Nc2cc([N+](=O)[O-])ccc2F)s1
4 | 14.8% | -4.7% | -11.7% | 0.3% | 5.9% | 6.6%[57.1 µM] | -0.3% | 11.0% | 35.1%[activator] | Cc1c(C)c(C)c(C(=O)C2CCN(c3ccc([N+](=O)[O-])cn3)CC2)c(C)c1C
5 | 11.6% | -8.2% | 5.2% | -4.2% | -0.2% | 13.2%[57.1 µM] | -1.8% | 3.4% | 8.3% | COc1ccc(CN2CCC(C(=O)NCCc3ccc(OC)c(OC)c3)CC2)c(OC)c1
6 | -8.1% | -15.7% | -5.3% | 3.1% | -0.8% | -1.3% | -0.1% | -5.8% | -9.8% | Clc1ccc2nc(-c3ccccc3)c(CN3CCOCC3)n2c1
7 | 3.7% | -24.7% | -18.1% | ? | 8.9% | ? | 17.8% | 2.0% | -14.8% | CCOC(=O)C1CCCN(C(=O)/C(=C/c2ccco2)NC(=O)c2ccccc2)C1 (stereo not given)
8 | -5.9% | -24.4% | -8.6%[11.4 µM] | 9.6% | 0.5% | 10.8% | 9.9% | 8.4% | -0.9% | CC(C)c1nn2c(=O)cc(COc3cccc(NC(=O)c4ccco4)c3)nc2s1
9 | 33.8% | -19.4% | -6.9% | 2.1% | -1.2% | 10.3%[57.1 µM] | 5.3% | 0.7% | -22.6% | Cc1oc(-c2cccc(Cl)c2)nc1CS(=O)(=O)CC(=O)NCCCN1CCOCC1
10 | 25.3% | -15.0%[57.1 µM] | 4.0%[11.4 µM] | 22.6% | 0.5% | 4.6%[57.1 µM] | 3.7% | -5.0% | -13.6% | Cc1ccc(N/C=C/C(=O)c2ccc(C)cc2)cc1
11 | 22.7% | -15.7% | -4.0% | -1.8% | -5.4% | 3.2%[57.1 µM] | -10.7% | -6.3% | 0.0% | CCNC(=O)COc1cc(C)c(Cl)c(C)c1
12 | 53.9%[activator] | 8.4% | -32.4% | -3.2% | 5.0% | -1.2%[57.1 µM] | 6.5% | -3.1% | 0.0% | O=C(NCC(=O)N(c1cccc(F)c1)C(C(=O)NC1CCCC1)c1ccncc1)c1ccco1 (stereo not given)
13 | 29.9% | -7.0% | 8.9% | -2.6% | -7.3% | 50.4%[activator] | -4.7% | -15.6% | 17.3% | Cc1ccccc1OCC(=O)Nc1nnc(C2CCCCC2)s1
14 | 57.7%[activator] | 4.5% | 6.0% | 8.8% | -11.7% | -3.1%[57.1 µM] | -5.1% | -6.9% | ? | CC(C)c1ccc(-c2noc(SCC(=O)N3CCN(c4ccccc4F)CC3)n2)cc1
15 | 33.9% | -14.3% | 14.2% | -0.3% | 8.8% | -5.2% | -1.7% | 0.6% | ? | CCN(C(=O)c1cn(C)c(=O)c2ccccc12)c1cccc(C)c1
16 | 26.5% | -14.0% | 15.5% | ? | 1.6% | -23.6% | 6.2% | -11.8% | -8.5% | CC(C)c1ccc(NC(=O)CSc2nc3ccsc3c(=O)n2Cc2ccc(C(=O)O)cc2)cc1
17 | 18.9% | -9.8% | 7.8% | 1.2% | 6.4% | 27.4% | -9.4% | -0.3% | -6.0% | CC1Cc2cc(S(=O)(=O)N3CCN(c4ccc(Cl)cc4)CC3)ccc2N1C(=O)C1CC1 (stereo not given)
18 | 63.8% | -11.6% | ? | -1.3% | 23.6% | 10.2%[57.1 µM] | -0.7% | 2.2% | 39.8µM* | CC1=C(C)CS(=O)N(S(=O)(=O)c2ccc(Cl)cc2)C1 (stereo not given)
19 | 59.3%[activator] | -18.6% | 11.4% | 2.0% | 2.5% | 14.2% | -1.9% | 6.6% | 6.5% | O=C(CSc1nc2[nH]ncc2c(=O)n1-c1ccccc1Br)NCc1ccccc1Cl
20 | 37.7% | -11.9% | -22.7% | -4.0% | 0.0% | 20.1% | -5.1% | -6.9% | 13.2% | CC(SCc1ccccc1)C(=O)NCc1ccccn1 (stereo not given)

Taken from above.
Under ERG Ets-DNA blk, CC(C)c1ccc(-c2noc(SCC(=O)N3CCN(c4ccccc4F)CC3)n2)cc1 has the entry -5.1%
Under ERG Ets-DNA blk, CCNC(=O)COc1cc(C)c(Cl)c(C)c1 has the entry -10.7%

8 of the compounds above, with two lines to a compound:
Below each compound – HP1b binding inh | JMJD2A Tudor inh | RGS4 inh | Pin1 inhibitor | GLS inhibitor | rTrxR1 inhibitor | ERG Ets-DNA blk | PGK inhibitor | 12-LOX inh
10	Cc1ccc(N/C=C/C(=O)c2ccc(C)cc2)cc1
  25.3% | -15.0%[57.1 µM] | 4.0%[11.4 µM] | 22.6% | 0.5% | 4.6%[57.1 µM] | 3.7% | -5.0% | -13.6%
11	CCNC(=O)COc1cc(C)c(Cl)c(C)c1
  22.7% | -15.7% | -4.0% | -1.8% | -5.4% | 3.2%[57.1 µM] | -10.7% | -6.3% | 0.0%
12	O=C(NCC(=O)N(c1cccc(F)c1)C(C(=O)NC1CCCC1)c1ccncc1)c1ccco1 (stereo not given)
  53.9%[activator] | 8.4% | -32.4% | -3.2% | 5.0% | -1.2%[57.1 µM] | 6.5% | -3.1% | 0.0%
13	Cc1ccccc1OCC(=O)Nc1nnc(C2CCCCC2)s1
  29.9% | -7.0% | 8.9% | -2.6% | -7.3% | 50.4%[activator] | -4.7% | -15.6% | 17.3%
14	CC(C)c1ccc(-c2noc(SCC(=O)N3CCN(c4ccccc4F)CC3)n2)cc1
  57.7%[activator] | 4.5% | 6.0% | 8.8% | -11.7% | -3.1%[57.1 µM] | -5.1% | -6.9% | ?
15	CCN(C(=O)c1cn(C)c(=O)c2ccccc12)c1cccc(C)c1
  33.9% | -14.3% | 14.2% | -0.3% | 8.8% | -5.2% | -1.7% | 0.6% | ?
16	CC(C)c1ccc(NC(=O)CSc2nc3ccsc3c(=O)n2Cc2ccc(C(=O)O)cc2)cc1
  26.5% | -14.0% | 15.5% | ? | 1.6% | -23.6% | 6.2% | -11.8% | -8.5%
17	CC1Cc2cc(S(=O)(=O)N3CCN(c4ccc(Cl)cc4)CC3)ccc2N1C(=O)C1CC1 (stereo not given)
  18.9% | -9.8% | 7.8% | 1.2% | 6.4% | 27.4% | -9.4% | -0.3% | -6.0%

Further results:
nr | HP1b binding inh | JMJD2A Tudor inh | RGS4 inh | Pin1 inhibitor | GLS inhibitor | rTrxR1 inhibitor | ERG Ets-DNA blk | PGK inhibitor | 12-LOX inh | SMILES
21 | 47.2%[activator] | 14.7% | 31.6% | ? | -1.9% | 37.7%[activator][57.1 µM] | -8.0% | -6.5% | -20.9% | COc1ccc(Nc2nc3c(C)cccc3cc2C#N)cc1
22 | ? | 3.16µM* | -5.3% | -7.7% | 20.6% | 6.2%[57.1 µM] | -1.0% | 6.3% | ? | CCOc1cc(CN2CCN(C(=O)CC(C)C)CC2)ccc1OC
23 | 40.2% | -2.6% | -12.5% | -7.0% | 11.1% | 14.5%[57.1 µM] | 0.7% | -3.3% | 23.4% | CCCC(=O)Nc1ccc2c(c1)nc(CN1CCCC1)n2C
24 | -0.7% | -21.2% | 9.8% | -1.1% | 11.5% | -15.4% | 15.8µM* | 0.0% | -2.5% | O=C(O)c1cc2c(s1)-c1ccccc1CC2
25 | 20.0% | -14.6% | 8.0% | -7.8% | 1.6% | 10.9% | -5.0% | i | -0.5% | c1ccc(-c2nnc3sc(CN4CCC5(CC4)OCCO5)cn23)cc1
26 | 12.8%[57 µM] | -18.8% | 3.3% | -1.2% | 2.9% | 9.4%[57.1 µM] | -0.6% | 1.7% | -8.5% | CCOc1cc(C(=O)NCCc2csc3nc(-c4ccccc4F)nn23)cc(OCC)c1OCC

The list is partial. The share of hits here may be higher or lower than overall.
